Source: PubChem BioAssay (National Center for Advancing Translational Sciences (NCATS))
BAZ2B inh: qHTS Assay for Inhibitors of BAZ2B; AlphaScreen BAZ2B-H3K14Ac peptide displacement; Potency, µM (highest dose often 114 µM), for inactives: at the highest dose activity change, negative = inhibition, actives largely listed as inhibitors; actives 4.4% (n = 360,000); AID 504333, 2011; also: % is scaled to controls: 0 for no effect and ±100 for the full control effect; nearly all actives have a fitted effect of over 60% in size
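AlphaScreen displacement: compounds (up to 110uM) incubated 30 min at room temperature with a preformed 50 nM BAZ2B/50 nM biotinylated H3K14Ac peptide complex in PBS pH 7.4 with Tween-20. Donor and acceptor beads at 10 ug/mL final added, 20 min light-protected before reading.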
Pol iota inh: qHTS for Inhibitors of Polymerase Iota; Pol iota fluorescent replication assay, 10 min; Potency, µM (series often up to 115 µM), for the others: top-dose activity, negative = inhibition, usual class: inhibitors; actives 1% (n = 390,000); AID 588590, 2011
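Fluorescent replication assay read twice, at 0 min and 10 min after adding 50 nM (final) substrate. Enzyme (10 nM) and compounds were first incubated 15 min at room temperature; enzyme-free buffer wells were negative controls.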
Tb PGK inh: qHTS Assay to Find Inhibitors of Phosphoglycerate Kinase | actives 0.043% (n = 380,000) | Phosphoglycerate kinase, glycosomal (Trypanosoma brucei brucei), P07378 | Potency, µM (doses to about 57.5 µM), inactives show at the highest dose activity change, negative = inhibition, actives largely listed as inhibitors | PGK/GAPDH coupled, Kinase-Glo luminescence, 60 min; also: % is scaled to controls: 0 for no effect and ±100 for the full control effect; nearly all actives have a fitted effect of over 60% in size
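Recombinant glycosomal PGK reaction used 1,3-bisphosphoglycerate generated in-well by GAPDH (100nM final) in 100mM TEA pH 7.6, 5mM MgCl2, 0.01% Tween-20. After 60 minutes at room temperature, ATP was read by Kinase-Glo Plus luminescence end-point.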
G9a inh: qHTS Assay for Inhibitors of Histone Lysine Methyltransferase G9a. actives 8.8% (n = 350,000). AID 504332, 2011. Histone-lysine N-methyltransferase EHMT2 (Homo sapiens), Q96KQ7. Potency, µM (top dose mostly 102 µM), for inactives: at the top dose activity, negative = inhibition, hits mostly inhibitors. G9a H3K9 monomethylation, AlphaScreen, 2 h; also: % is scaled to controls: 0 for no effect and ±100 for the full control effect; nearly all actives have a fitted effect of over 75% in size
Target sequence (Q96KQ7 913-1193 limits assumed): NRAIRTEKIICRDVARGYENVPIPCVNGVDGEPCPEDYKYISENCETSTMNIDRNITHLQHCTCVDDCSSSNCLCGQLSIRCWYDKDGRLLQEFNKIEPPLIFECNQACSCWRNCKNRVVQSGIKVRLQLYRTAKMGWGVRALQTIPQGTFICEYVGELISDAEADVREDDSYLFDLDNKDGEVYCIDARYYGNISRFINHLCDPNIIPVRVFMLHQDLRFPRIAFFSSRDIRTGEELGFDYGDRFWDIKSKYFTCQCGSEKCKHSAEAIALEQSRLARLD
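Quantitative HTS format: methyltransferase activity on a biotin-tagged H3K9 peptide is measured by AlphaScreen, using a rabbit anti-monomethyl-H3K9 antibody with streptavidin donor and anti-IgG acceptor beads. Final levels are 20 nM enzyme, 500 nM peptide, 20 uM SAM; 2 h RT.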
BLM inh: qHTS Assay for Inhibitors of Bloom's syndrome helicase (BLM); recombinant BLM DNA unwinding, fluorescence dequenching; Potency, µM (doses to about 56.1 µM), inactives show at the top dose activity change, negative = inhibition, actives largely listed as inhibitors; actives 0.2% (n = 350,000);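 also: plate controls were vehicle for no effect and no enzyme for full effect; nearly all actives have a fitted effect of over 35% in size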
Pin1 inh: qHTS Assay to Find Inhibitors of Pin1; Peptidyl-prolyl cis-trans isomerase NIMA-interacting 1 (Homo sapiens), Q13526; actives 0.009% (n = 390,000); Pin1 FP peptide displacement, HiFluor488, 10 min; Potency, µM (titrated, usually from 115 µM), for the others: at the highest dose activity, negative = inhibition, most hits filed as inhibitors; AID 504891, 2011; active = well fitted inhibition curve with a large enough effect in the polarisation, with a control signal flat, not every such curve was filed as active; inconclusive = small, poorly fitted or top-dose-only effect, or effect the other way, or a change in a side signal; inactive = no such curve, though single readings can be large or run the other way; the % refers to the polarisation; also: % is scaled to controls: 0 for no effect and ±100 for the full control effect
Target sequence (Q13526 whole entry, looked up): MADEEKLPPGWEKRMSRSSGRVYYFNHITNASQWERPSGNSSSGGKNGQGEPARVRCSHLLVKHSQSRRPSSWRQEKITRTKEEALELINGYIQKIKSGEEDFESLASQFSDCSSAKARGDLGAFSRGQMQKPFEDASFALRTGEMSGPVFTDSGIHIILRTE
HP1b chromo inh: HTS for Inhibitors of HP1-beta Chromodomain Interactions with Methylated Histone Tails; AlphaScreen HP1-beta / biotin-H3K9me3 peptide binding; actives 0.56% (n = 390,000); Potency, µM (doses to about 114 µM), for inactives: at the top dose activity change, negative = inhibition, actives largely listed as inhibitors; Chromobox protein homolog 1 (Homo sapiens), P83916; AID 540317, 2011; also: nearly all actives have a fitted effect of over 70% in size; inactives centre near 23
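AlphaScreen: HP1-beta (50 nM) preformed 30 min with biotin-H3(1-18)K9me3 peptide (50 nM) in PBS pH 7.4, 0.01% Tween-20. Compound added for 30 min at RT, then streptavidin donor/nickel chelate acceptor beads (10 ug/mL) for 30 min.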
JMJD2A Tudor inh: qHTS Assay for Inhibitors of JMJD2A-Tudor Domain; Lysine-specific demethylase 4A (Homo sapiens), O75164; Potency, µM (highest dose often 114 µM), inactives show at the highest dose activity change, negative = inhibition, usual class: inhibitors; AlphaScreen JMJD2A-Tudor / H3K4me3 peptide binding; actives 4.4% (n = 390,000); also: % is scaled to controls: 0 for no effect and ±100 for the full control effect; nearly all actives have a fitted effect of over 50% in size
GLS inh: qHTS for Inhibitors of Glutaminase (GLS); Glutaminase kidney isoform, mitochondrial (Homo sapiens), O94925; GLS enzymatic activity, qHTS titration; Potency, µM (titrated, usually from 45.5 µM), inactives show at the highest dose activity change, negative = inhibition, most hits filed as inhibitors; actives 0.21% (n = 410,000); AID 624170, 2012; also: % is scaled to controls: 0 for no effect and ±100 for the full control effect
Target sequence (O94925 whole entry, looked up, canonical isoform): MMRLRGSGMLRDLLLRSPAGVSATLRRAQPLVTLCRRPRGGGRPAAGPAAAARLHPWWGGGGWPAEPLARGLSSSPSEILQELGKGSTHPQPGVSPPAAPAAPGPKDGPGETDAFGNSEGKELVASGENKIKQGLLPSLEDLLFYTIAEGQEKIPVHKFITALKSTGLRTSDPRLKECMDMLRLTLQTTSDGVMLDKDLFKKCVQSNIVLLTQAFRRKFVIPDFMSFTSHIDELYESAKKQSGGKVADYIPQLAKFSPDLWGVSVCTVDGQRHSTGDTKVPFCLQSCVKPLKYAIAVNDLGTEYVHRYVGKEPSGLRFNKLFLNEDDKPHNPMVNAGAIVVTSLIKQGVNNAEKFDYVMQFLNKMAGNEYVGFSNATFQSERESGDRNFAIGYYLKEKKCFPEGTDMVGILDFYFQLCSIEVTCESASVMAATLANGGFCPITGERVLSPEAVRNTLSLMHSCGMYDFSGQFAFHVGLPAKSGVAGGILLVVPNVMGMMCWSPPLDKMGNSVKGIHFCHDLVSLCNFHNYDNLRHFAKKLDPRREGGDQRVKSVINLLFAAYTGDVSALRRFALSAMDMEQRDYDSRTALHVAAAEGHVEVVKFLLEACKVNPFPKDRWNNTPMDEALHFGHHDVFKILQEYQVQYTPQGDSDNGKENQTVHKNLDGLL
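Two-point fluorescence kinetic (t0, 30 min RT) for hKGA; glutamate detected via glutamate oxidase–HRP–Amplex Red. Substrate: 1 mM L-glutamine solution; buffer 45 mM KH2PO4, pH 8.2.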
The depositor's hits bear a star; i = inactive; ? = inconclusive; . = no result given; & = joins results of further samples; [ ] = remark or other dose. Unless noted, calls follow the shape of the dose curve; as a rule, active = well fitted curve in the direction sought with a large enough effect; inconclusive = small, poorly fitted or top-dose-only effect, or another doubt; inactive = no such curve, though single readings can be large; an effect the other way counts as inactive or inconclusive. Potency is read from the fitted curve at half-maximal effect. Not all compounds are listed; count on the stated rates, not on these rows.

SMILES | BAZ2B inh | Pol iota inh | Tb PGK inh | G9a inh | BLM inh | Pin1 inh | HP1b chromo inh | JMJD2A Tudor inh | GLS inh
CC1(NC(=O)c2cc(S(=O)(=O)N3CCCCC3)ccc2Cl)CCS(=O)(=O)C1 (stereo unspecified) | 0% | 4% | i | -16% | -1% | -3% | 36% | 1% | 7%
COc1ccc(C(=O)CC(=O)C(=O)Nc2ccccc2Cl)cc1 | -1% | -5% | 11% | 19% | -5% | 9% | 43%[activator] | -8% | -3%
Cc1ccc(C(=O)NC(=S)Nc2ccc(CN3CCOCC3)cc2)cc1 | -23% | 14% | -1% | -23% | 1% | 4% | -11% | -18% | 15%
O=C(c1ccc2c(c1)C(=O)N(Cc1ccncc1)C2=O)N1CCN(S(=O)(=O)c2ccc(OC(F)(F)F)cc2)CC1 | . | 12% | -5% | . | . | -4% | 11% | 6% | 6%
C=CCn1c(NCc2cc(Cl)ccc2O)nc2ccccc21 | -3% | 1% | -2% | 0% | -7% | 8% | 32%[activator] | -9% | 14%
Cc1ccc(C)c2c1cc(C)c1nnc(SCC(=O)Nc3cccc(C(=O)O)c3)n12 | -5% | 16% | 5% | -117%[59 µM] | 2% | -9% | 35% | 13µM* | 2%
Cc1c(NC(=S)NC(=O)c2ccc(COc3ccccc3)cc2)cccc1C(=O)O | -36% | 15% | -9% | ? | -3% | -2% | 0% | ? | 1%
COc1ccccc1NC(=O)c1cc([N+](=O)[O-])ccc1NCCN1C(=O)CCC1=O | ? | ? | -4% | . | -8% | 11% | 48%[activator] | -30% | -3%
CC(OC(=O)CN1C(=O)c2ccccc2C1=O)C(=O)NC1(C#N)CCCCC1 (stereo unspecified) | 11% | 4% | 11% | ? | . | 1% | 45% | -10% | 8%
O=C(NNC(=O)c1ccncc1)Nc1ccc(Cl)cc1 | . | -2% | -5% | . | . | 5% | 20% | 4% | 38%[activator]
Cn1ccsc1=NC(=O)c1ccc(Cl)cc1 | -2% | 172%[activator] | -7% | 34% | -2% | -2% | 31% | -5% | 10%
CC(C)[C@H](NC(N)=O)C(=O)Nc1cccc(S(=O)(=O)NC2=NCCCCC2)c1 | -3% | 14% | -1% | -8% | . | 3% | 31% | 2% | 1%
O=C(O)c1ccc(S(=O)(=O)NC2CCCCC2)cc1 | 2% | 3% | i | -3% | 0% | -1% | 11% | -12% | -2%
Oc1c(Br)cc(Cl)cc1C=Nc1ccc(N2CCOCC2)cc1 | -13% | ? | 3% | ? | -5% | 55%[activator] | 33% | -19% | 13µM*
Cc1ccc(NC(=O)CSc2nc3ccccc3c(=O)n2CCCN2CCCCC2)cc1C | -31% | 13% | 7% | -47%[59 µM] | 0% | 7% | 8% | -23% | 1%
COc1ccccc1NC(=O)CSc1nc2nc(C)cc(C)c2c(=O)[nH]1 | 6% | 3% | -3% | 11%[59 µM] | 1% | -3% | 27% | -9% | 13%
Cc1ccc(C(=O)c2ccc([N+](=O)[O-])cc2)cc1C | ? | 14% | 6%[11.5 µM] | ? | -1% | -5% | -2% | -29% | -1%
COc1cc2c(cc1OC)C(c1ccc(N(C)C)cc1)NCC2 (stereo unspecified) | -14% | ? | -8% | ? | -6% | -11% | 14% | -19% | 26%
CCOC(=O)CN1C(=O)N[C@@H](c2ccccc2)C(C(=O)OC)=C1C | -2% | 0% | 0% | 9% | 0%&4% | -13% | 32% | -12% | 2%
CCC(C)N1C(=O)/C(=C/c2c(NCCCOC(C)C)nc3c(C)cccn3c2=O)SC1=S (stereo unspecified) | ? | 13% | -2% | ? | -8% | ? | 0% | -25% | 0%
Cc1ccc(S(=O)(=O)N2CCN(CC(=O)NC3CCCc4ccccc43)CC2)c(C)c1 (stereo unspecified) | -7% | -13% | -3% | ? | -5% | 6% | -6% | ? | -12%
CC(=O)Nc1cccc(NC(=O)CSc2nc3ccccc3o2)c1 | 24% | -4% | 3% | 42% | -3% | -2% | 34% | 3% | -4%
Cc1ccc(S(=O)(=O)Nc2nc3n(n2)C(c2ccc(Cl)cc2)C=C(c2ccccc2)N3)cc1 (stereo unspecified) | -30% | -7% | ? | -36%[59 µM] | 0% | 2% | 38% | -5% | -23%
COc1ccc(Cl)cc1S(=O)(=O)Oc1ccc(NC(C)=O)cc1 | -1% | 0% | 1% | 20%[59 µM] | 1% | -1% | 11% | -15% | -1%
Cc1cccnc1NC(=S)NCc1ccco1 | ? | -17% | -7% | 2.5µM* | -3% | -1% | 12% | -26% | -1%

Molecules shown so far that contain a nitro group on carbon (2):
SMILES | BAZ2B inh | Pol iota inh | Tb PGK inh | G9a inh | BLM inh | Pin1 inh | HP1b chromo inh | JMJD2A Tudor inh | GLS inh
COc1ccccc1NC(=O)c1cc([N+](=O)[O-])ccc1NCCN1C(=O)CCC1=O | ? | ? | -4% | . | -8% | 11% | 48%[activator] | -30% | -3%
Cc1ccc(C(=O)c2ccc([N+](=O)[O-])cc2)cc1C | ? | 14% | 6%[11.5 µM] | ? | -1% | -5% | -2% | -29% | -1%

(further entries)
SMILES | BAZ2B inh | Pol iota inh | Tb PGK inh | G9a inh | BLM inh | Pin1 inh | HP1b chromo inh | JMJD2A Tudor inh | GLS inh
CCOc1cc(C=O)ccc1OS(=O)(=O)c1ccc(NC(C)=O)cc1 | 3% | -19% | 0% | 12%[59 µM] | -4% | 1% | 21% | -17% | 14%
O=C(N/N=C\c1ccc(OC(=O)c2ccco2)cc1)c1ccc(Cl)cc1 | 0% | -10% | 10% | 1% | -5% | 11% | 47%[activator] | -1% | 5%
CCOC(=O)c1c(C)[nH]c(C(=O)N/N=C/c2ccc(Br)cc2)c1C | 9% | -24% | -8% | -9% | -10% | -6% | 9% | -19% | 3%
COc1ccc(/C=C/CN2CCC(n3nccc3NC(=O)C3CCCC3)CC2)cc1 | -5% | 1% | -1% | . | 0% | 1% | 42%[activator] | -21% | -4%
COc1cc(CN(C(C)=O)c2ccccc2C(=O)O)ccc1[N+](=O)[O-] | . | 4% | -4% | . | . | -1% | 26% | -3% | -11%
O=C(NC(=S)NC1C2CC3CC(C2)CC1C3)c1ccccc1 (stereo unspecified) | ? | -11% | i | ? | -9% | -8% | -3% | ? | -3%
CCOC(=O)c1cnc2ccc(Br)cc2c1NCCCN1CCOCC1 | -22% | 3% | -1% | ? | 24% | 4% | 37%[activator] | 0% | 0%
COc1ccc(CNC(=O)CCc2cn(C)c3ccccc23)cc1 | ? | 12% | i | -33%[59 µM] | 1% | 0% | 10% | -27% | 8%
Cc1nn(C)cc1CN1CCC(n2nccc2NC(=O)CCCc2ccccc2)CC1 | -3% | 25% | 7% | . | -1% | 1% | 28% | -9% | 2%
Cc1cccc(C(=O)NNC(=O)c2ccccc2O)c1 | -16% | -11% | i | 53%[activator] | 20% | -4% | 62%[activator] | 3% | 23%
O=C(N/C(=C\c1ccc([N+](=O)[O-])cc1)C(=O)N1CCOCC1)c1ccccc1 | . | 118%[activator] | 7% | ? | 1% | -5% | 17% | -7% | -12%
Cc1ccc(C(=O)OCC(=O)Nc2ccc(Cl)cn2)s1 | 8% | 35%[activator] | -3% | 19%[12.7 µM] | . | 0% | 39%[activator] | 10% | -1%
CNC(=O)CSc1nccn1Cc1ccc(Cl)cc1 | -16% | 143%[activator] | -1% | ? | -8% | -1% | 13% | -9% | 2%
CC(=O)O[C@@H]1[C@@]2(C)O[C@H]2CC[C@]23O[C@H]2[C@H](OC3=O)C2=C(C)C(=O)O[C@@]21O | 3% | -3% | i | -11% | -2% | 0% | 53% | -2% | -12%
O=C(Nc1cccc(S(=O)(=O)N2CCOCC2)c1)c1ccc(N2CCCC2=O)cc1 | -14% | -6% | 4% | 31%[12.7 µM] | . | 2% | 28% | -4% | -1%
Cc1cc(CC(C)C)n(-c2nc3ccccc3c(=O)n2OCC(=O)N(C)C)n1 | 0% | 17% | -2% | 13% | -1% | 0% | 30% | -6% | 15%
Cc1ccccc1OCC(=O)Nc1cccc(C(=O)OCc2cc(=O)n3c(C)csc3n2)c1 | -4% | -5% | -1% | -6%[59 µM] | -2% | 19% | -2% | -20% | 0%
N#C/C(=C\c1ccc(N2CCOCC2)o1)c1nc2ccccc2[nH]1 | 16%[57.1 µM] | -13% | -11% | ? | 22µM* | ? | 6% | -3%[11.4 µM] | -3%
O=C(CN1CCN(c2ccc(O)cc2)CC1)Nc1cc(S(=O)(=O)N2CCCC2)ccc1Cl | ? | ? | -2% | 8.9µM* | -15% | ? | ? | ? | 0%
CCOc1ccc(Cl)cc1CNc1nnnn1C | -3% | ? | . | 2% | 1% | -4% | -12% | -14% | 2%
COc1ccccc1NC(=O)COC(=O)c1cc([N+](=O)[O-])ccc1N1CCCC1 | -7% | 6% | i | -14%[12.7 µM] | . | 2% | -10% | ? | -1%
COc1ccc(Cn2cccc(NC(=O)Nc3cccc(OC)c3)c2=O)cc1 | ? | -5% | -8% | . | -11% | 5% | 7% | ? | 0%
Cc1ccc(OCCSc2nnc(-c3cccs3)n2C)cc1 | 11% | 24% | 0% | 12%[59 µM] | 0% | 10% | 30% | -10% | -10%

JMJD2A Tudor inh: entries above that show a hit
SMILES | BAZ2B inh | Pol iota inh | Tb PGK inh | G9a inh | BLM inh | Pin1 inh | HP1b chromo inh | JMJD2A Tudor inh | GLS inh
Cc1ccc(C)c2c1cc(C)c1nnc(SCC(=O)Nc3cccc(C(=O)O)c3)n12 | -5% | 16% | 5% | -117%[59 µM] | 2% | -9% | 35% | 13µM* | 2%
